# Compound activity as filed in PubChem.
# IL1B secr inh = blocks inflammasome-driven IL-1 beta release; THP-1 LPS/ATP IL-1B secretion, AlphaLISA, 16 h; hits give low values; activity change, % at 57.5 µM; hit rate 4.7% among 360,000; in the data active = activity change below about -50%; inconclusive = mostly about -30% to -49%; also: % is scaled to controls: 0 for no effect and ±100 for the full control effect
#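 THP-1 cells pretreated 1 hr with compounds (up to 57.5 uM final), then stimulated with LPS (250 ng/mL final) plus ATP (1.25 mM final); secreted IL-1B measured by AlphaLISA after 16 hr, decreased signal indicating inhibition.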
# HT1080 IDH1KD tx = toxicity to HT-1080 IDH1 knockdown cells (counter line); HT-1080 IDH1 knockdown viability, ATP luminescence, 48 h; Potency, µM (series often up to 46.1 µM), inactives show at the top dose activity, negative = toxicity, most hits filed as cytotoxic; hit rate 2% among 360,000;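 also: potency is read from the fitted curve at half-maximal effect; 0% = DMSO wells and -100% = cell-free medium wells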
#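 % activity derives from luminescence (CellTiter-Glo), normalised to DMSO and no-cell wells. HT-1080-IDH1KD cells, 750/well, had 48 h compound exposure at 37 °C.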
# HepG2 tox = kills HepG2 cells in TGF-b inhibitor counter-screen | hit rate 0.76% among 410,000 | Potency, µM (top dose mostly 46.1 µM), inactives show at the highest dose activity change, negative = cytotoxicity, hits mostly cytotoxic | HepG2 CAGA-GFP viability, ATP luminescence, 18 h; also: potency is read from the fitted curve at half-maximal effect; some results filed as inactive show a strong effect at the top dose
#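 HepG2 CAGA-GFP cells (1000/well, DMEM with 1% FBS) received compound, then TGF-beta at 500 pg/mL final, and were incubated 18 hours at 37 degrees C. Viability was read by CellTiter-Glo luminescence. Media-only wells were set as complete cell-killing and DMSO as no toxicity.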
# HT1080NT lethal = kills 2HG-producing HT-1080-NT fibrosarcoma cells; HT-1080-NT fibrosarcoma viability, CellTiter-Glo ATP luminescence, 48 h; Potency, µM (series often up to 46.1 µM), for the others: top-dose activity, negative = less viability, hits mostly cytotoxic; hit rate 1.6% among 360,000;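 also: NT is the 2HG producing partner of a matched IDH1 knockdown line; potency is read from the fitted curve at half-maximal effect; 0% = DMSO-treated cells and -100% = media-only wells without cells; nearly all actives have a fitted effect of over 55% in size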
#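 Toxicity toward the 2HG-producing NT line was scored as %Activity, normalised to DMSO and no-cell wells, from CellTiter-Glo luminescence after 48 hours' treatment.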
# S2 tox = reduces viability in counter-screen for ATXN expression inhibitors; S2 cells (HEK-293 line with an ATXN2-luciferase reporter) viability, CellTiter-Fluor protease fluorescence, 24 h; Potency, µM (highest dose often 56.7 µM), hits mostly cytotoxic; hit rate 0.49% among 400,000; AID 651635; also: potency is read from the fitted curve at half-maximal effect; nearly all actives have a fitted effect of over 40% in size
# SW480 rereplic = induces DNA re-replication in SW480 colon adenocarcinoma cells; hit rate 1.8% among 340,000; Potency, µM (titrated, usually from 46.1 µM), for the others: at the highest dose re-replication activation, usual class: activators; SW480 DNA re-replication, Hoechst DNA content imaging, 48 h; also: potency is read from the fitted curve at half-maximal effect; % of control where 0% means no effect; nearly all actives have a fitted effect of over 55% in size
#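 Cells (250 per well) received 23 nL compound or DMSO by pin tool and were kept 48 hr at 37 C, 5% CO2. Nuclei were then stained with Hoechst for 40 min and scanned for DNA content.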
# MCF10A rereplic = inducers of DNA re-replication in MCF 10A breast cells. MCF 10A DNA re-replication, Hoechst nuclear intensity, 48 h. hit rate 2.9% among 350,000. Potency, µM (doses to about 46.1 µM), for inactives: at the top dose activity, positive = re-replication, hits mostly activators. AID 624296; also: potency is read from the fitted curve at half-maximal effect; % of control where 0% means no effect; nearly all actives have a fitted effect of over 50% in size
# KB-3-1 tox = kills parental KB-3-1 adenocarcinoma cells. KB-3-1 viability, CellTiter-Glo ATP luminescence, 72 h. Potency, µM (highest dose often 46.1 µM), for the others: at the highest dose activity change, negative = cytotoxic, hits mostly cytotoxic. hit rate 1.4% among 400,000; also: potency is read from the fitted curve at half-maximal effect; % is scaled to controls: 0 for no effect and ±100 for the full control effect; nearly all actives have a fitted effect of over 60% in size
#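 KB-3-1 cells, DMEM (no phenol red) + 10% FBS; compound by pin transfer, 72 h, 37 °C. Readout: CellTiter-Glo luminescence after 10 min. Data normalized, curve-fitted.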
# ATXN2 expr inh = inhibitors of ATXN2 expression; HEK-293 ATXN2-luciferase reporter, luminescence, 24 h; Potency, µM (titrated, usually from 57 µM), for inactives: at the top dose activity change, negative = inhibition, most hits filed as inhibitors; AID 1745845; hit rate 0.72% among 360,000; also: potency is read from the fitted curve at half-maximal effect; % is scaled to controls: 0 for no effect and ±100 for the full control effect; nearly all actives have a fitted effect of over 55% in size
#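 qHTS (up to 57 uM final) was run with 24 h compound exposure of reporter cells at 37 °C. Each well was multiplexed: SteadyGlo luminescence measured ATXN2-luciferase expression after a fluorogenic Gly-Phe-AFC viability readout (25 uM final).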
# The depositor's hits bear a star; i = inactive; ? = inconclusive; / = no result given; & = joins results of further samples; [ ] = another dose, or the depositor's remark. Unless noted, calls follow the shape of the dose curve; as a rule, active = well fitted curve in the direction sought with a large enough effect; inconclusive = small, poorly fitted or top-dose-only effect, or another doubt; inactive = no such curve, though single readings can be large; an effect the other way counts as inactive or inconclusive. Rows were taken by chance. Share with any hit: about 8.9%.
SMILES,IL1B secr inh,HT1080 IDH1KD tx,HepG2 tox,HT1080NT lethal,S2 tox,SW480 rereplic,MCF10A rereplic,KB-3-1 tox,ATXN2 expr inh
COc1cccc(CNC(=O)C(NS(=O)(=O)c2ccc3c(c2)CCN3C(C)=O)C(C)C)c1 (stereo unspecified),-16.6,21.1%,1.7%&1.8%,-3.7%,i,3.1%,3.0%,18.4%&11.7%,2.9%&5.8%
COc1ccc(C(O)Cc2nccn2C)cc1 (stereo unspecified),0.0,14.4%,-10.8%,7.9%,?,?,-5.7%,-1.4%,/
Cc1ccc(-n2ncc3c(=O)n(CC#N)cnc32)cc1,17.8,-1.2%,-6.3%,-0.7%,i,-1.6%,-0.8%,-11.2%,27.0%
O=S(=O)(c1ccc(Br)c2ccccc12)N1CCCC1,-2.8,-27.0%,-1.8%,1.3%,i,-0.1%,-2.7%,1.6%,0.2%
N#Cc1cccc(-c2cn(S(=O)(=O)c3ccc(Cl)cc3)nc2N)c1,34.3,?,13.9%,-18.4%,i,4.8%,5.9%,-15.6%,-12.5%
O=C(c1cnn2ccccc12)N(Cc1ccco1)C1CCCC1,13.2,3.4%,-0.6%,0.0%,i,-7.7%,10.5%,2.8%,-9.6%
COc1cccc(C(=O)Nc2ccc(NC(=O)C3CCCCC3C(=O)O)cc2)c1 (stereo unspecified),i,9.5%,-2.4%,-5.5%,i,-23.7%,-5.9%,-0.2%,0.4%
CCOCCCN(C(=O)c1snc(C(N)=O)c1N)C(C(=O)NC1CCCC1)c1ccc(O)c(OC)c1 (stereo unspecified),2.2,-1.1%,-8.8%,-1.1%,i,2.9%,15.7%,-1.9%,-13.4%
CCN1CCCC1CNC(=O)c1cn(C)c2ccc(S(=O)(=O)N3CCCCCC3)cc2c1=O (stereo unspecified),-8.3,8.6%,6.3%,0.1%,i,0.0%,-3.2%,23.4%,4.6%
O=C(CSc1cnc2ccccc2n1)NC1CCCC1,23.6,0.8%,12.2%,3.1%,i,-11.0%,2.7%,2.8%,9.4%
CCOC(=O)C1=C(C)NC(C)=C(C(=O)OCC)C1C(=O)OCC(=O)N1CCCCC1C (stereo unspecified),0.0,6.9%,-0.1%,-2.4%[9.24 µM],i,-20.6%,?,18.6%,-3.6%
Cc1cc(C)c(S(=O)(=O)NCc2cn3c(C)csc3n2)cc1C,18.4,-3.5%,-3.7%,-5.2%,i,?,-13.8%,3.6%,-16.0%
Cc1cc(C(=O)Nc2ccccc2Cl)n(-c2ccccc2)n1,21.7,2.9%,-11.9%,0.5%,i,-11.2%,-1.1%,15.3%,12.9%
CCc1ccc(NS(=O)(=O)c2cccs2)cc1,5.6,-26.1%,-3.2%,-5.2%,i,-4.0%,-4.9%,1.6%,-0.1%
Cc1ccc(NC(=O)C2CCN(S(=O)(=O)c3ccc4c(c3)CCCC(=O)N4)CC2)c(Cl)c1,/,/,-9.0%,/,?,/,/,-4.5%,-24.5%
CCn1cc(C(=O)N(C)CC(OC)OC)c(=O)c2cc(S(=O)(=O)N3CCOCC3)ccc21,6.8,1.6%,-4.4%,1.5%,i,2.9%,1.0%,1.3%,/
CCC(C)C(=O)Nc1ccc(OC)cc1OC (stereo unspecified),-12.8,3.9%,-17.6%,0.1%,i,4.2%,-1.2%,8.7%,4.3%
CC(=O)Oc1cccc2c1C(=O)c1c(OC(C)=O)cc(C(=O)O)cc1C2=O,-16.8,?,-17.5%,?,i,-8.0%&15.9%,2.4%&7.5%,?,-19.4%&7.7%
COc1ccc(C(=O)Oc2cc(C)[nH]c(=O)c2[N+](=O)[O-])c(OC)c1,12.1,-4.2%,-12.9%,0.6%,i,-9.6%,5.1%,12.6%,-3.4%
O=C(O)c1ccc(/C=N\Nc2ccc(S(=O)(=O)N3CCOCC3)cc2[N+](=O)[O-])cc1,2.9,9.3%,13.5%,1.7%,i,-2.2%,6.0%,13.8%,13.2%
COc1ccc2c(c1)c(CCNNC(=O)C(C)(C)C)c(C)n2C(=O)c1ccc(Cl)cc1,?,-7.2%,-36.2%,6.6%,?,0.6%,-8.5%,-24.5%,?
Cc1ccc(/C=N\NC(=O)Cn2nnc3ccccc32)o1,0.0,-12.4%,-4.6%,-2.4%,i,-11.5%,0.0%,8.8%,4.5%
CCOc1ccc(CCNC(=O)CCS(=O)(=O)c2ccc(Cl)cc2)cc1OCC,3.0,2.9%,-12.0%,-8.6%,?,-7.5%,1.2%,/,-6.0%
COC(=O)Nc1ccc(S(=O)(=O)N2CCCC(C(=O)Nc3cccnc3)C2)cc1 (stereo unspecified),-28.4,0.7%,-11.3%,13.6%,/,-14.2%,0.5%,7.2%,/
O=C(COc1coc(CN2CCN(c3ccccc3)CC2)cc1=O)Nc1ccc(F)cc1,-7.3,-9.1%,-12.9%,-4.2%,i,-2.8%,2.9%,0.0%,-25.5%
CN1OC[C@@H]2CN(C(=O)C(C)(C)C)[C@H](c3ccc(-c4cccnc4)cc3)C[C@@H]21,-0.4,0.1%,-0.3%,13.5%,i,/,/,0.0%,3.6%
COc1ccc(S(=O)(=O)N(C)C)cc1NC(=O)CCNC(=O)c1ccco1,0.1,15.3%,-1.9%,8.7%,/,-0.9%,-4.7%,15.6%,18.1%
CCOc1ccc(CCNC(=O)c2cn(CC)c3ccc(S(=O)(=O)N4CCCCCC4)cc3c2=O)cc1OCC,/,/,-12.2%,/,i,/,/,-6.5%,4.0%
Cc1ccc(-c2nnc(CSc3nc(C(C)C)nc4sc(C)c(C)c34)o2)cc1,6.6,17.9%,-3.6%,?,i,5.9%,-1.8%,-8.5%,-11.5%
CN(C1(C)CCS(=O)(=O)C1)S(=O)(=O)c1cccc([N+](=O)[O-])c1 (stereo unspecified),7.2,6.5%,4.2%,?,i,-727.0%[inhibitor],8.4%,3.2%,3.2%
O=C(COC(=O)c1cccc([N+](=O)[O-])c1)c1ccc(OCc2ccccc2)cc1,-12.1,21.2%,6.7%,15.7%,i,-4.8%,-4.3%,14.1%,19.8%
COc1ccccc1-c1nc2c(c(SCc3ccc(F)cc3Cl)n1)Cc1c(CO)cnc(C)c1O2,/,/,-7.9%,/,i,/,/,0.0%,12.8%
C=CCOC(=O)CSCC(NC(=O)OC(C)(C)C)C(=O)OCC (stereo unspecified),10.3,14.6%,1.1%,18.4%,i,3.0%,0.8%,4.0%,-24.6%
CC(C)(C)NC(=O)/C=C/c1cccc(C(F)(F)F)c1,-14.7,2.4%,-23.4%,3.3%,i,0.3%,20.3%,-0.8%,2.6%
CC(NC(=O)COC(=O)c1cc2ccccc2cc1O)c1ccccc1 (stereo unspecified),-7.1,-9.5%,-22.7%,-4.4%,i,5.1%,?,-5.5%,-7.7%
O=C(Nc1ccc(N2CCC(c3ccccc3)C2)c(C(=O)O)c1)c1ccc(Cl)cc1 (stereo unspecified),/,/,-37.6%,/,i,/,/,25.6%,-2.5%
CCn1cc(C(=O)OCC(=O)c2cc(C)n(-c3cccc(C(F)(F)F)c3)c2C)c(=O)c2ccc(C)nc21,-66.0*,2.1%,-2.8%,-3.3%,i,-52.6%[inhibitor],11.9%,-0.7%,2.1%
c1ccc(Cc2ccc(OCCN3CCOCC3)cc2)cc1,-0.4,5.8%,-3.0%,1.8%,?,2.8%,?,3.1%,6.0%
Cc1ccc(S(=O)(=O)CC(=O)N2CCCCCC2)cc1,-2.5,-1.0%,-6.0%,-0.3%,i,1.0%,-0.8%,3.8%,13.2%
Cc1ccc(N2CCN(C(=O)c3ccc(Nc4nc5ccccc5n5nnnc45)cc3)CC2)c(C)c1,/,/,3.7%,/,i,/,/,-15.6%,16.2%
Cc1nc2ccc(S(=O)(=O)N(CC(=O)Nc3ccc(F)cc3F)Cc3ccccc3)cc2s1,/,/,-31.7%,/,i,/,/,-16.4%,3.8%
CCOc1ccc(Nc2nc3c(c(=O)[nH]2)CCC3)cc1,25.4,3.7%,-15.8%,?,i,-6.3%,-2.5%,-8.4%,?
Nc1c(Cl)cc(C2=NCCn3nc4cc([N+](=O)[O-])ccc4c32)cc1Cl,-15.0,-16.3%,-12.6%,-24.5%,i,2.7%,?,-9.6%,-8.1%
COc1cccc(C2CCCCN(C)C2=O)c1 (stereo unspecified),24.0,1.9%,-45.2%,6.9%,i,-8.1%,2.7%,22.1%,0.7%
CC(=O)NS(=O)(=O)c1ccc(NC(=O)/C=C/c2cn(-c3ccccc3)nc2-c2ccccc2)cc1,2.5,8.0%,3.2%,1.4%,i,?,?,8.8%,5.2%
O=c1c(C=Nc2cccc(C(F)(F)F)c2)c[nH]n1-c1cccc(Cl)n1,0.4,-14.4%,1.6%,1.6%,i,8.8%,0.4%,6.0%,0.8%
COCCCn1c(SCC(=O)c2ccccc2)nc2ccccc2c1=O,-11.4,-0.6%,-25.3%,-18.1%,?,-3.5%,?,0.1%,-29.3%
O=C(NC1CCCCC1)c1nc(-c2c(F)cccc2F)oc1-c1ccccc1,-14.2,22.7%,/,15.1%,/,/,/,14.2%,/

# Single values from the entries so far:
# `COCCCn1c(SCC(=O)c2ccccc2)nc2ccccc2c1=O` in HT1080NT lethal = -18.1%
# `O=C(NC1CCCCC1)c1nc(-c2c(F)cccc2F)oc1-c1ccccc1` in HT1080 IDH1KD tx = 22.7%
# `Nc1c(Cl)cc(C2=NCCn3nc4cc([N+](=O)[O-])ccc4c32)cc1Cl` in KB-3-1 tox = -9.6%
